# Screens (PubChem BioAssay)
# ERG-DNA inh = inhibitors of human ERG Ets domain-DNA interaction | P11308 | fluorescence polarization, His-ERG Ets domain / labelled DNA | Potency, µM (doses to about 76.9 µM), inactives show top-dose FP activity, negative = inhibition, usual class: inhibitors | actives 0.028% (n = 370,000); active = well fitted inhibition curve with a large enough effect in the polarisation, with a control signal flat; inconclusive = small, poorly fitted or top-dose-only effect, or effect the other way, or a change in a side signal; inactive = no such curve, though single readings can be large or run the other way; the % refers to the polarisation;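 also: polarization taken with two DNA probes labelled with fluorescein and Texas red; potency is read from the fitted curve at half-maximal effect; % of control where 0% means no effect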
# Target sequence (P11308 whole entry, looked up, the tested form may be a part): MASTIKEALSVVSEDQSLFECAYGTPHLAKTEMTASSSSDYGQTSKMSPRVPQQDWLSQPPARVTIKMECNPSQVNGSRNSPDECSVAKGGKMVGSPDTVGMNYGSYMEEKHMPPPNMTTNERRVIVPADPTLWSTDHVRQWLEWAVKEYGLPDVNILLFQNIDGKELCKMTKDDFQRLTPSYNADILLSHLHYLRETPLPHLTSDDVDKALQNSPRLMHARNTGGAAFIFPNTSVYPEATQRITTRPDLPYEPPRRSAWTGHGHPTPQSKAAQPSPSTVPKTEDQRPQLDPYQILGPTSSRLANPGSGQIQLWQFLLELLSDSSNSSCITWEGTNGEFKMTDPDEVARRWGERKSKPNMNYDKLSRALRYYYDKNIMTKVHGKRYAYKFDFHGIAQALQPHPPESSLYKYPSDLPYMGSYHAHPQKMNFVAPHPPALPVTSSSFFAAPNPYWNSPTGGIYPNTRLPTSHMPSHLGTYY
#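 His-tagged ERG Ets domain (1 uM in the protein solution; 300mM KCl, 50mM Tris-HCl, 1mM EDTA, 1mM DTT, pH 7.5) received compound, then a probe mix of 5 nM fluorescein-DNA and 100nM Texas-615-DNA. Fluorescence polarization was read for both dyes.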
# JMJD2A Tudor inh = JMJD2A Tudor domain (human) inhibition; O75164; AlphaScreen JMJD2A-Tudor / H3K4me3 peptide binding; Potency, µM (doses to about 114 µM), for inactives: at the highest dose activity change, negative = inhibition, hits mostly inhibitors; actives 4.4% (n = 390,000); AID 504339; also: potency is read from the fitted curve at half-maximal effect; % is scaled to controls: 0 for no effect and ±100 for the full control effect; nearly all actives have a fitted effect of over 50% in size
# Tb PGK inh = blocks T. brucei phosphoglycerate kinase. actives 0.043% (n = 380,000). PGK/GAPDH coupled, Kinase-Glo luminescence, 60 min. AID 602233. P07378. Potency, µM (doses to about 57.5 µM), inactives show at the top dose activity change, negative = inhibition, most hits filed as inhibitors; also: potency is read from the fitted curve at half-maximal effect; % is scaled to controls: 0 for no effect and ±100 for the full control effect; nearly all actives have a fitted effect of over 60% in size
#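 Recombinant glycosomal PGK reaction used 1,3-bisphosphoglycerate generated in-well by GAPDH (100nM final) in 100mM TEA pH 7.6, 5mM MgCl2, 0.01% Tween-20. After 60 minutes at room temperature, ATP was read by Kinase-Glo Plus luminescence end-point.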
# GLS inh = inhibitors of human glutaminase (GLS). GLS enzymatic activity, qHTS titration. Potency, µM (doses to about 45.5 µM), for the others: at the top dose activity change, negative = inhibition, actives largely listed as inhibitors. actives 0.21% (n = 410,000). AID 624170. O94925; also: potency is read from the fitted curve at half-maximal effect; % is scaled to controls: 0 for no effect and ±100 for the full control effect
#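 hKGA; 45 mM KH2PO4 pH 8.2 + 0.02% Tween-20; cpd via pin tool; 1 mM Gln soln; GluOx/HRP/Amplex Red; RT 30 min; fluor. t0 & final.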
# BAZ2B inh = blocks human BAZ2B | Q9UIF8 | AlphaScreen BAZ2B-H3K14Ac peptide displacement | Potency, µM (highest dose often 114 µM), without a hit: top-dose activity change, negative = inhibition, most hits filed as inhibitors | actives 4.4% (n = 360,000); also: potency is read from the fitted curve at half-maximal effect; % is scaled to controls: 0 for no effect and ±100 for the full control effect; nearly all actives have a fitted effect of over 60% in size
#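 Protein-peptide AlphaScreen: BAZ2B 50 nM, b-H3K14Ac 50 nM, 1x PBS pH 7.4 + 0.01% Tween-20. Preincubation 30 min RT; cpd 30 min RT (top 110 uM); beads 20 min RT, light-protected.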
# Pin1 inhibitor = inhibitors of human Pin1. actives 0.009% (n = 390,000). Pin1 FP peptide displacement, HiFluor488, 10 min. Potency, µM (titrated, usually from 115 µM), for the others: top-dose activity, negative = inhibition, actives largely listed as inhibitors; active = well fitted inhibition curve with a large enough effect in the polarisation, with a control signal flat, not every such curve was filed as active; inconclusive = small, poorly fitted or top-dose-only effect, or effect the other way, or a change in a side signal; inactive = no such curve, though single readings can be large or run the other way; the % refers to the polarisation; also: potency is read from the fitted curve at half-maximal effect; % is scaled to controls: 0 for no effect and ±100 for the full control effect
# Target sequence (Q13526 whole entry, looked up): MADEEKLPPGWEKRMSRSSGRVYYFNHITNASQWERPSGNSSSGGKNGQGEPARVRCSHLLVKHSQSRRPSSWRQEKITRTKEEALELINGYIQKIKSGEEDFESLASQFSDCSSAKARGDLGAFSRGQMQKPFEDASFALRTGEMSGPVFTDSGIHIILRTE
# PI4K2A block = PI4K2A (human) kinase inhibition | purified PI4K2A, ADP-Glo luminescence, 1 h; active compounds read low | activity change, negative = inhibition, % at 76.9 µM | actives 0.13% (n = 420,000) | AID 1346378; in the data active = activity change below about -50%; inconclusive = mostly about -30% to -49%;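 also: -100% = wells without enzyme as full effect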
#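 Compounds are screened against recombinant PI4K2A using PI as substrate and ATP, the latter dispensed at 300 microM. Reactions run one hour at ambient temperature before ADP-Glo detection; full inhibition defined by wells lacking enzyme.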
# G9a inh = blocks human histone lysine methyltransferase G9a | Q96KQ7 | G9a H3K9 monomethylation, AlphaScreen, 2 h | Potency, µM (top dose mostly 102 µM), for the others: at the highest dose activity, negative = inhibition, most hits filed as inhibitors | actives 8.8% (n = 350,000); also: potency is read from the fitted curve at half-maximal effect; % is scaled to controls: 0 for no effect and ±100 for the full control effect; nearly all actives have a fitted effect of over 75% in size
# Target sequence (Q96KQ7 913-1193 limits assumed): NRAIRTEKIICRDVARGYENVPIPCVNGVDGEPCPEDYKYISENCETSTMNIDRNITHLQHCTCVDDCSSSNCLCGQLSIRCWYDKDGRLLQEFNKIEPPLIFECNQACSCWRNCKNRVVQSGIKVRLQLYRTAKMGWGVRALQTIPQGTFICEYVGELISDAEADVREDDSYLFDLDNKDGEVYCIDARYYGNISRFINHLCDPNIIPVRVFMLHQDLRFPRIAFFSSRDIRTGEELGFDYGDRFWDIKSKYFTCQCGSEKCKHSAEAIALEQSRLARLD
#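 Signal arises when biotinylated H3K9 peptide, once monomethylated, bridges streptavidin donor and antibody-captured acceptor beads. Enzyme at 20 nM was preincubated 15 min with test compounds; peptide 500 nM and SAM 20 uM then reacted for 2 h.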
# HP1b chromo inh = HP1-beta chromodomain-methylated histone interaction inhibition | AlphaScreen HP1-beta / biotin-H3K9me3 peptide binding | Potency, µM (series often up to 114 µM), inactives show top-dose activity change, negative = inhibition, usual class: inhibitors | actives 0.56% (n = 390,000) | AID 540317; also: potency is read from the fitted curve at half-maximal effect; nearly all actives have a fitted effect of over 70% in size; inactives centre near 23
#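 HP1-beta protein (50 nM final) preincubated 30 min at room temperature with biotinylated H3(1-18)K9me3 peptide (50 nM) in PBS pH 7.4, 0.01% Tween-20, then compound added for 30 min. AlphaScreen streptavidin donor/nickel chelate acceptor beads (10 ug/mL final), 30 min dark, luminescence read.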
# Starred values were filed as active, the others as inactive; i = inactive; ? = inconclusive; · = not tested or not shown; [ ] = another dose, or the depositor's remark. Unless noted, calls follow the shape of the dose curve; as a rule, active = well fitted curve in the direction sought with a large enough effect; inconclusive = small, poorly fitted or top-dose-only effect, or another doubt; inactive = no such curve, though single readings can be large; an effect the other way counts as inactive or inconclusive. No enrichment for hits; 11% or so of the library scored in one or more.
ERG-DNA inh	JMJD2A Tudor inh	Tb PGK inh	GLS inh	BAZ2B inh	Pin1 inhibitor	PI4K2A block	G9a inh	HP1b chromo inh	molecule
10.5%	-7.9%	-3.9%	10.7%	1.2%	0.7%	-1.3	5.7%[12.7 µM]	43.5%[activator]	CCCCNC(=S)NNC(=O)C12CC3CC(CC(C3)C1)C2
2.6%	-10.5%	5.2%	-10.4%	3.7%	-0.5%	0.4	17.2%	-0.8%	C/C(=N\NC(=O)c1cc(-c2ccc(C)s2)[nH]n1)c1ccncc1
-5.0%	2.5%	i	-10.3%	-14.1%	6.7%	-1.6	-19.3%[59 µM]	20.7%	COc1cccc(/C=C/c2nc(C#N)c(NC3CCCCC3)o2)c1
-11.2%	-28.9%	-6.7%	9.9%	-35.4%	1.0%	-1.5	13.9%[59 µM]	19.0%	O=C(C1=C[C@@H](c2ccccc2)C[C@@H](OCCCCO)O1)N1CCN(Cc2ccc3c(c2)OCO3)CC1
1.1%	7.6%	-9.1%	-11.9%	-3.6%	-8.6%	1.1	6.7%[12.7 µM]	34.8%[activator]	Cc1ccc(S(=O)(=O)NC(=O)Nn2c(C)nnc2C)cc1
-14.0%	-5.6%	-4.5%	16.0%	-2.6%	-1.4%	2.5	36.2%[59 µM]	41.6%[activator]	NS(=O)(=O)c1ccc2nc(NC(=O)C3=COCCO3)sc2c1
-1.0%	37.0%[activator]	4.6%	-3.7%	47.2%[activator]	3.9%	-22.5	99.0%[activator][59 µM]	64.6%[activator]	Cc1onc(-c2c(F)cccc2Cl)c1-c1nnc(-c2ccc(C(F)(F)F)cc2)o1
-10.5%	-7.6%	-8.7%	?	·	17.6%	-1.3	·	18.5%	O=C(C[n+]1ccc(C(=O)c2ccccc2)cc1)Nc1ccccc1OC(F)F
-8.5%	?	-5.8%	24.9%	?	1.7%	-2.3	?	-23.3%	COc1ccc(N2CCN(Cc3nc4c(c(=O)[nH]c(=O)n4C)n3Cc3cccc(Cl)c3)CC2)cc1
0.6%	-5.7%	-6.3%	2.9%	2.7%	5.4%	0.4	17.4%	19.3%	CCC1CCCCN1CCNC(=O)C1CCN(S(=O)(=O)c2c(C)noc2C)CC1 (stereo unspecified)
0.8%	-8.9%	i	-1.9%	-8.8%	-0.4%	-2.0	10.4%[59 µM]	24.1%	O=C(NC1CCCc2ccccc21)C1CCN(S(=O)(=O)c2ccccc2)CC1 (stereo unspecified)
3.5%	-33.8%	-10.6%	1.3%	-38.0%	0.1%	-0.2	2.8%[59 µM]	11.1%	O=C(Nc1nccs1)c1cc(-c2ccccc2)nc2ccccc12
0.0%	?	2.0%	-9.4%	39.8µM*	-1.3%	4.5	44.7µM*	?	Nc1ccc(O)cc1C(=O)OCC(=O)c1ccc(C2CCCCC2)cc1
4.6%	-19.3%	-3.8%	-2.2%	?	-2.9%	-0.4	-12.1%[12.7 µM]	11.0%	Cc1cc(C(=O)COC(=O)c2n[nH]c(=O)c3ccccc23)c(C)n1C(C)C
-5.5%	3.6%	-4.8%	-8.8%	-4.2%	2.6%	4.8	-43.7%	34.1%	O=C(Cc1ccccc1)N1CCN(C(=O)c2ccc([N+](=O)[O-])cc2)CC1
·	-8.3%	-2.9%[11.5 µM]	2.2%	-0.2%	1.8%	-3.5	-1.6%[59 µM]	19.0%	CS(=O)(=O)N(CC(=O)N1CCCC1)c1cccc(Cl)c1Cl
23.4%	79.4µM*	i	5.6%	?	?	-1.0	·	-3.9%	Nc1c(C(=O)c2ccccc2)sc2nsc(SCCN3CCCC3)c12
5.7%	-15.2%	i	-2.2%	-5.5%	2.9%	2.6	-2.0%	42.1%[activator]	CCOc1ccc(C(C(=O)NCC2CCCO2)N(C(=O)c2snc(C(N)=O)c2N)c2ccc(F)cc2)cc1 (stereo unspecified)
-3.4%	-10.6%	-0.3%	7.9%	-29.4%	1.5%	-9.7	13.1%[59 µM]	15.6%	O=C(CSc1nc2cc(Cl)ccc2s1)NCc1ccc2c(c1)OCO2
-25.7%	-25.9%	-2.3%	-3.1%	?	-0.5%	2.6	-44.9%[59 µM]	3.9%	Cc1c(C(=O)N2CCN(CCc3ccccc3)CC2)oc2ccccc12
11.3%	-3.9%	3.1%	9.7%	-17.6%	15.0%	-1.3	31.2%	12.1%	Cc1cc(C)c(/C=C(\C#N)S(=O)(=O)c2ccccc2)[nH]1
0.2%	-2.8%[57.1 µM]	-8.1%	9.9%	-26.4%	-15.4%	-4.0	6.1%[59 µM]	49.6%[activator]	CCc1cccc(C)c1NC(=O)COC(=O)Cc1ccsc1
-2.7%	-19.0%	-8.1%	2.8%	-17.6%	-1.9%	3.5	1.7%	20.9%	CN(Cc1cccs1)C(=O)CSc1nc2ccccc2[nH]1
8.3%	5.1%	1.8%	8.6%	3.0%	-0.7%	-0.3	77.8%[activator]	39.5%[activator]	CC(C)(C)Nc1ncnc2sc(-c3ccccc3)cc12
-9.8%	-31.7%	1.3%	9.7%	?	16.7%	-1.3	15.0%	?	C/C(=N\NC(=S)Nc1cc(S(=O)(=O)N2CCOCC2)ccc1Cl)c1ccccc1F
6.0%	12.6µM*	-2.3%	30.3%[activator]	5.01µM*	?	-16.7	?	?	O=[N+]([O-])c1cc(CN2CCCC2)c2cccnc2c1O
1.4%	13.7%	-0.4%	·	11.3%	-7.1%	0.1	-9.2%[59 µM]	25.8%	Cc1ccnn1CC(=O)N/N=C/c1ccco1
-8.3%	-35.1%[11.4 µM]	-2.3%	-19.7%	44.7µM*	2.1%	-2.7	?	?	Cc1ccc(-c2csc3ncnc(Nc4ccc(N5CCOCC5)cc4)c23)cc1
1.4%	-4.1%	1.6%	1.2%	2.3%	-0.8%	2.1	-7.2%	38.7%	CCOC(=O)c1sc(Nc2nc(C)cc(OC)n2)nc1C
-5.4%	-18.0%	-2.5%	-3.0%	-4.8%	-1.2%	-0.5	5.5%	-12.8%	Cc1ccc(C)c(S(=O)(=O)Nc2ccc(C(=O)NCCCN3CCOCC3)cc2)c1
9.5%	-8.2%	-0.6%	-4.5%	1.9%	-11.7%	0.4	?	37.8%	O=C(CNC(=O)C12CC3CC(CC(C3)C1)C2)OCC(=O)N1CCCCC1
4.0%	-0.7%	-2.0%	-8.6%	-2.0%	-0.5%	-2.3	2.0%	19.9%	Cc1[nH]ccc(=O)c1Cc1c(Cl)cccc1Cl
100.4%	?	-1.3%	-11.8%	?	?	-12.6	?	-10.3%	CCN1/C(=C/C=C/c2oc3ccc4ccccc4c3[n+]2CC)Oc2ccc3ccccc3c21
-5.9%	-6.8%	-6.8%	-6.5%	8.0%	6.2%	-1.1	2.3%	16.8%	O=C(CCNC(=O)c1ccccc1Cl)NN1C(=O)NC2(CCCCC2)C1=O
8.7%	-4.7%	-9.5%	7.1%	?	?	-3.3	3.8%	20.4%	CCc1nnc(NC(=O)CSc2ccc(Cl)cc2)s1
17.0%	-7.6%	-5.6%	0.7%	-21.1%	-6.9%	0.5	5.5%	13.5%	COc1cccc(-c2cc(C(=O)N3CCN(C(=O)c4ccco4)CC3)on2)c1
12.9%	-4.2%	i	-0.4%	-9.6%	-0.6%	3.9	-1.0%	19.4%	O=C(CSc1nnc(CNC(=O)c2ccccc2)o1)NCc1ccc2c(c1)OCO2
6.5%	-17.6%	-8.7%	-8.2%	-0.1%	10.1%	-9.1	?	19.5%	Cn1c(SCC(=O)N2CCN(S(=O)(=O)c3ccc(Cl)cc3)CC2)nc2ccccc21
-7.7%	-26.6%	1.0%	0.0%	-36.8%	-3.4%	3.5	28.2µM*	-12.8%	COCCNC(=S)NN(c1ccccc1)c1ccccc1
-4.4%	72.7%[activator]	4.5%	-2.4%	110.0%[activator]	1.4%	4.0	53.0%[activator][59 µM]	191.7%[activator]	CCCCOc1ccc(-c2nnn(C(C)(C)C(=O)OC)n2)cc1
4.3%	-41.6%	-4.2%	0.9%	-17.4%	?	3.7	?	16.1%	COCCCNC(=O)NC(CCC(C)C)c1c(-n2cccc2)sc2c1CCN(C)C2 (stereo unspecified)
-3.0%	-11.0%	-3.9%	10.3%	·	0.4%	-2.8	·	27.5%	CCOC(=O)C1=CNS(=O)(=O)NC1CCc1ccccc1 (stereo unspecified)
1.2%	1.4%	-4.5%	0.9%	9.4%	1.7%	0.8	3.5%[12.7 µM]	23.2%	O=[N+]([O-])c1ccccc1S(=O)(=O)N1CCSCC1
4.9%	-31.9%	i	0.0%	-29.3%	-5.1%	4.6	15.2%	6.3%	COc1ccc(Cl)cc1NS(=O)(=O)c1cccc(C(=O)NCC(c2ccco2)N(C)C)c1 (stereo unspecified)
4.4%	-21.0%	5.4%	4.1%	10.6%	1.1%	1.6	38.6%	-14.6%	COc1ccc(CC(=O)NCc2ccccc2)cc1
4.6%	-2.9%[11.4 µM]	-3.5%	4.8%	0.2%	-0.3%	-3.7	-2.3%	1.2%	Cc1cc(=O)nc2c3ccccc3n(C(C)C(=O)NCCC(C)C)n12 (stereo unspecified)
0.2%	0.0%	5.2%	-0.7%	-3.4%	-4.4%	-3.3	-30.2%[59 µM]	36.1%	Cc1noc(C)c1CSCC(=O)N(CC(C)C)c1c(N)n(Cc2ccccc2)c(=O)[nH]c1=O
